# Source: PubChem (The Scripps Research Institute Molecular Screening Center)
# GBA enhancer: glucocerebrosidase activity enhancement | L444P Gaucher fibroblasts, 4-MU-glucoside fluorescence, 3 days | P04062 | 30,000 tested, 0.44% active | AID 784 | activation, % at 10 µM; in the data active = activation above about 65%;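 also: 0% = vehicle wells and 100% = positive control wells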
# Target sequence (P04062 whole entry L483P): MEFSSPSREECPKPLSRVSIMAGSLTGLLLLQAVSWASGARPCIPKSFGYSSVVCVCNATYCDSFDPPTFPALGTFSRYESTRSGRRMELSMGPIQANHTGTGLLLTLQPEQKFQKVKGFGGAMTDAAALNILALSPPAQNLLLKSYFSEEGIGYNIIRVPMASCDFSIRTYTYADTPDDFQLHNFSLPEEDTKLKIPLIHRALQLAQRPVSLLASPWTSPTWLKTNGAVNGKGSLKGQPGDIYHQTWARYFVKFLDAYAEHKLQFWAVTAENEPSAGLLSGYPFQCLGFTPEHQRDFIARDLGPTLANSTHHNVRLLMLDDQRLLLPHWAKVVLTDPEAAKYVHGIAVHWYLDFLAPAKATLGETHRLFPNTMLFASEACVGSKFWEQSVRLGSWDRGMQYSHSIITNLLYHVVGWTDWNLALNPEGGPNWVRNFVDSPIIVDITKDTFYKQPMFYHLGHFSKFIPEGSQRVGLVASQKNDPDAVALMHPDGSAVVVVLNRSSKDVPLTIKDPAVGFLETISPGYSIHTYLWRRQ
# An asterisk follows results filed as active.
SMILES,GBA enhancer
O=C(CCC1COc2ccccc2O1)NCC1COc2ccccc2O1 (stereo not given),-5.6
CC(C)(C)c1nc2scc(-c3cccs3)c2c(=O)o1,-1.0
Nc1c(NCCC2=CCCCC2)c(=O)[nH]c(=O)n1Cc1ccccc1,-2.9
COc1ccc(OC)c(N(CC(=O)N2CCN(c3cc(Cl)ccc3C)CC2)S(C)(=O)=O)c1,1.3
O=c1cc(NCc2ccc3c(c2)OCO3)[nH]c(=O)n1-c1ccc(Cl)cc1,-11.3
COCCNC(=O)C1CC(=O)N(C2CCCCC2)C1 (stereo not given),22.0
COc1ccc(NC(=O)CN(C)S(=O)(=O)c2cccs2)cc1,-15.2
COCCn1nnnc1CN1CCC(Cc2ccccc2)CC1,14.5
Cc1cc(-c2ccccc2)nc(=O)[nH]1,11.8
CCOC(=O)C(C(C)=O)c1nc(C)nc2c1nnn2Cc1ccccc1Cl (stereo not given),-10.8
Cc1cc(C(=O)NCc2cccs2)c(C)o1,-7.8
CCOc1ccccc1CNC(=O)C1CCC(=O)N1C(C)C (stereo not given),-10.2
CC(C)=CCc1c(C)nc2ccccc2c1C(=O)O,-2.4
Cc1ccccc1CN1CCN(CC(=O)NCc2ccccc2)C1=O,6.3
Cc1ccc(-c2nnc(N(C)C(=O)c3cccnc3)s2)cn1,-11.9
COc1ccc(C2Nc3ccccc3C(=O)N2O)cc1OC (stereo not given),-2.9
CC1=C(C(=O)N2CCOCC2)C(c2cc(C)cs2)NC(=O)N1 (stereo not given),-12.5
Cc1ccc(C2(C(F)(F)F)NC(=O)N3CCN=C3S2)cc1 (stereo not given),4.6
CCOC(=O)c1ccc(NC(=O)CSc2nnc(CNc3ccc(OC)cc3)n2C)cc1,25.8
CCc1cc(C(=O)NCCN(C)C)cs1,-1.6

# A different layout for part of the listing above:
CCOc1ccccc1CNC(=O)C1CCC(=O)N1C(C)C (stereo not given)
- GBA enhancer: -10.2
CC(C)=CCc1c(C)nc2ccccc2c1C(=O)O
- GBA enhancer: -2.4
Cc1ccccc1CN1CCN(CC(=O)NCc2ccccc2)C1=O
- GBA enhancer: 6.3
Cc1ccc(-c2nnc(N(C)C(=O)c3cccnc3)s2)cn1
- GBA enhancer: -11.9

# Part of the list above in order of formula weight, low to high.
SMILES,GBA enhancer
CCOc1ccccc1CNC(=O)C1CCC(=O)N1C(C)C (stereo not given),-10.2
O=C(CCC1COc2ccccc2O1)NCC1COc2ccccc2O1 (stereo not given),-5.6
CCOC(=O)c1ccc(NC(=O)CSc2nnc(CNc3ccc(OC)cc3)n2C)cc1,25.8

# Further results follow:
SMILES,GBA enhancer
CCCS(=O)(=O)N1CCCC(C(=O)NCC2CCCO2)C1 (stereo not given),-9.0
COC(=O)CSc1nnc(-c2ccco2)o1,-17.5
O=C(Nc1cccc(F)c1)c1cccnc1N1CCOCC1,-0.1
COc1cc(NC(=O)c2cccs2)cc(OC)c1,-23.3
O=C(O)C1CCN(Cc2cnn(-c3ccccc3)c2-n2cccc2)CC1,-2.4
CCCS(=O)(=O)N1CCC(C(=O)N2CCc3ccccc3C2)CC1,-0.3
O=C(Nc1cccc(F)c1)C1CCN(c2nnnn2-c2ccccc2)CC1,3.7
O=C1CC(c2ccccc2)Cc2nc(N3CCc4ccccc43)ncc21 (stereo not given),-21.9
CN1CCN(c2nc3c(c(=O)[nH]c(=O)n3C)n2CCOc2ccccc2)CC1,-20.9
O=C(Nc1ccccc1C(=O)OCc1nnc(-c2ccccc2)o1)c1ccco1,9.5
CCOCCCNc1ccc(-c2ccccc2)nn1,-9.6
Cc1nc2nc(C)c(CCC(=O)NCCCN3CCN(c4cccc(Cl)c4)CC3)c(C)n2n1,4.9
COCCn1c(-c2ccc(OC)c(OC)c2)nc2ccccc21,-82.0
CC(C)c1nnc(NC(=O)c2cnccn2)s1,-11.8
CCOc1ccc(S(=O)(=O)Nc2nc3ccccc3nc2N2CCN(C)CC2)cc1,-49.0
CCOC(=O)C(NC(=O)Nc1ccccc1)(OCC)C(F)(F)F (stereo not given),-5.9
COC(=O)CC1Nc2ccccc2SC1=O (stereo not given),-34.1
CCN(CC)S(=O)(=O)c1ccc(C(=O)OC2CCCCC2CN(C)C)cc1 (stereo not given),-10.5
CCOc1ccc(NC(=O)CCn2cccc2)cc1,-12.2
CC(=O)c1cccc(NS(=O)(=O)N2CCCCC2)c1,-24.6
O=C(Oc1ccccc1C(=O)N1CCOCC1)c1ccccc1,-76.3
CCOC(=O)c1c(C)[nH]c(C(=O)COC(=O)c2ccncc2)c1C,-4.9
COc1ccc(N(C)C(=O)CCS(=O)(=O)c2cccc3nonc23)cc1,7.3
O=C(Nc1nncs1)Oc1ccccc1,3.7
CCN1C(=O)/C(=C2/Sc3ccccc3N2CCCS(=O)(=O)O)SC1=S,-10.9
O=C(CN1CCN(Cc2ccccc2)CC1)c1c[nH]c2ccccc12,-7.3
Cc1cc(Cl)ccc1OCCCC(=O)NC1CCN(C)CC1,3.5
CC(C(=O)NCC1CCCO1)N(C(=O)c1snc(C(N)=O)c1N)c1cccc(F)c1 (stereo not given),-37.1
COc1ccccc1NC(=O)COc1ccc(C(=O)OCC(=O)N2CCCC2=O)cc1OC,-11.1
COc1cc(C(=O)N2CCCN(c3nc4cc(C)ccc4cc3C#N)CC2)cc(OC)c1OC,2.7
CN=C1SC(CC(=O)Nc2sc(C)c(C)c2C(=O)OC)C(=O)N1C (stereo not given),-13.6
CCOC(=O)N1CCN(C(=O)Cc2ccc(Cl)cc2)CC1,-25.6
O=c1oc2ccccc2c2c1ncn2C1CCCCC1,-7.9
COC(=O)CCC(=O)Nc1ccc(NC(=O)CCC(=O)OC)cc1,-19.4
CCCNC(=O)c1cc(-c2ccco2)on1,-14.6
Cn1ccnc1Sc1nc2ccccc2nc1NS(=O)(=O)c1ccccc1,1.4
COc1ccc(C2C(C(C)=O)=C(C)N=c3s/c(=C/c4ccc5c(c4)OCO5)c(=O)n32)cc1 (stereo not given),0.9
COc1ccc(OC)c(NC(=O)COC(=O)c2ccc(-n3cnnn3)cc2)c1,-8.1
C=C(C)CSc1nnc(-c2cc(OC)c(OC)c(OC)c2)n1N,-41.6
C=CCOC(=O)CCP(=O)(CCC(=O)OCC=C)c1ccccc1,-31.0
c1ccc(CNc2ncnc3c2ncn3C2CCCCO2)cc1 (stereo not given),-12.6
CCOC(=O)c1oc2ccccc2c1CSc1nnnn1-c1ccc(C)cc1,-14.8
Cc1noc(C)c1S(=O)(=O)NCC(=O)O,-15.5
COCCn1nnnc1C(c1ccccc1OC)N1CCN(c2ccccc2)CC1 (stereo not given),28.6
O=C(CCNS(=O)(=O)c1cccs1)NCc1cccs1,-5.0
CCCCCCSc1ncc(C#N)c(N)n1,4.2
COc1ccc(O)c(C(=O)c2cnn(C(=O)c3cc(C)oc3C)c2)c1,-22.2
Cc1ccc(-n2nnnc2SCC(=O)N2c3ccccc3NC(=O)C2(C)C)cc1,-4.7
Cn1c(CN2CCOCC2)nc2cc(NC(=O)c3ccc(Cl)cc3)ccc21,-8.2
O=C(CSc1oc(-c2ccco2)nc1S(=O)(=O)c1ccccc1)NCC1CCCO1 (stereo not given),-11.9
CCOc1ccc(CN(CCO)CCO)cc1C(=O)OC,-1.5
CCOC(=O)N1CCC(NC(=O)c2cc3sccc3n2CC)CC1,-26.9
COc1cc(NC(=O)c2ccco2)ccc1NC(=O)c1ccccc1Cl,-6.6
COC(=O)c1c(NC(=O)c2ccoc2C)sc2c1CCC2,-5.5
O=C1CCc2nc3sc4c(c3c(=O)n2N1)CCCC4,1.5
O=C(NCc1ccc2c(c1)OCO2)C1CCCN1C(=O)Nc1ccc(F)cc1 (stereo not given),6.7
O=C(NCCCNCc1ccccc1)c1ccccn1,-22.3
Cc1nnc(SCC(C)C)[nH]c1=O,-4.3
Cc1nc2nc(C)c(CCC(=O)NC(C)c3ccc4c(c3)OCCO4)c(C)n2n1 (stereo not given),-2.4
CCN(CC)CCCNC(CC(=O)O)C(=O)O (stereo not given),-3.7
# Later entries:
SMILES,GBA enhancer
N#Cc1nc(COc2ccc(Cl)cc2Cl)oc1N1CCOCC1,-26.2
CCOC(=O)c1ccccc1NC(=O)c1cn(CC)c2nc(C)ccc2c1=O,3.7
COc1cccc(-c2nnc(SCC(=O)Nc3cc(C)ccc3OC)n2N)c1,-34.9
COc1ccc(Nc2nc(N)nc(SCc3nnc(C)s3)n2)cc1,-4.2
Cc1ccccc1NS(=O)(=O)c1ccc(F)cc1,-38.0
COc1cc(-c2nn3c(Cc4ccccc4)nnc3s2)cc(OC)c1OC,24.5
COC(=O)COc1ccc(S(=O)(=O)Nc2ccccc2C(=O)OC)cc1,14.2
Cc1cc(NC(=O)COn2nnc3ccc(Cl)cc32)no1,-9.8
Cn1c(CNc2ccccn2)c(C#N)c2ccccc21,-11.4
COC(=O)c1c(C)[nH]c(C(=O)COC(=O)Cc2ccc3c(c2)OCCO3)c1C,-1.7
COc1cc(C2C3=C(Nc4ncnn42)c2ccccc2CC3)cc(OC)c1OC (stereo not given),-18.2
O=C(NCc1ccco1)C(c1cccnc1)N(C(=O)Cn1nnc2ccccc21)c1ccccc1 (stereo not given),11.5
COC(=O)C1=C(C)N=C2SCCC(=O)N2C1c1ccc(C(=O)OC)cc1 (stereo not given),-14.0
CCOc1nc(Nc2ccc(-c3nc4ccccc4o3)cc2)nc(N2CCOCC2)n1,16.1
Cn1cc(S(=O)(=O)CC(=O)Nc2ccc(Br)cc2)c2ccccc21,-4.2
C=CCn1c(C)cc(C(=O)COc2ncnc3sccc23)c1C,-5.6
CCc1ccc2c(c1)CCCN2C(=O)c1ccccc1C(=O)O,1.3
O=C(CCN1C(=O)c2ccccc2S1(=O)=O)N1CCN(c2ccccc2)CC1,7.2
Cc1nc(N2CCC(C)CC2)c2oc3ccccc3c2n1,-5.8
C=CCOC(=O)CC(NC(=O)c1ccccc1)c1ccccc1 (stereo not given),-6.2

# Among those listed so far, these contain a CF3 group:
SMILES,GBA enhancer
Cc1ccc(C2(C(F)(F)F)NC(=O)N3CCN=C3S2)cc1 (stereo not given),4.6
CCOC(=O)C(NC(=O)Nc1ccccc1)(OCC)C(F)(F)F (stereo not given),-5.9

# (list continues)
SMILES,GBA enhancer
Cc1noc(C)c1C(=O)NC1CCCc2ccccc21 (stereo not given),0.8
CCc1nc2sc3c(c2c(=O)n1N)CCC3,-22.3
O=c1c(C(c2nnnn2C2CCCCC2)N2CCCCC2)coc2ccc(Cl)cc12 (stereo not given),-8.3
O=C(Cc1c[nH]c2ccccc12)Nc1nc2ccccc2[nH]1,6.2
COC(=O)c1ccccc1NC(=O)C1CCN(C(=O)c2cc(OC)c(OC)c(OC)c2)CC1,-10.3
Clc1ccc(OCc2nnc(SCc3nnc(-c4ccccc4)o3)o2)c(Cl)c1,47.4
Cc1[nH]c2ccc(CNS(=O)(=O)c3ccc(S(=O)(=O)N4CCOCC4)cc3)cc2c1C,-27.8
O=C(Nc1ccc2c(c1)OCCO2)C1CCN(S(=O)(=O)c2cccc3nsnc23)CC1,11.7
CCOC(=O)CCN(Cc1cccs1)S(=O)(=O)c1ccc(F)cc1,-4.1
O=C(Cn1nc(C(F)(F)F)c2c1CCCCC2)N1CCOCC1,-11.9
O=C(C1CCCN1C(=O)c1cccs1)N1CCc2ccccc21 (stereo not given),-11.3
COc1ccc2[nH]c3ccccc3c2c1,16.6
COc1ccc(N2CCN(C(=O)CCNS(=O)(=O)c3ccc(Br)s3)CC2)cc1,-15.5
COc1ccc(-n2c(=O)cc(N3CCN(c4ccccc4)CC3)[nH]c2=O)cc1,-39.5
CCOC(=O)C1(Cc2ccccc2)NC(c2ccccc2F)C2C(=O)N(CC)C(=O)C21 (stereo not given),-14.1
CC(C)C(=O)Nc1ccc(C(=O)N2CCN(C(=O)c3ccco3)CC2)cc1,-32.1
COc1cc2c(C(=O)N3CCN(C)CC3)c(C)oc2cc1Br,6.5
Cc1nn(-c2ccccc2)c2c1C(O)n1c(nc3ccccc31)S2 (stereo not given),-18.2
O=C1CCC(C(=O)N(Cc2ccco2)C2(C(=O)NC3CCCC3)CCCCC2)N1 (stereo not given),6.3
CCn1c(=N)n(CC(=O)c2ccco2)c2ccccc21,-1.5
COCCNC(=O)c1ccc(NS(=O)(=O)c2cc(C)ccc2C)cc1,-13.2
COc1cc(NC(=O)c2ccc(Br)o2)ccc1NC(=O)c1ccccc1Cl,-9.6
CCC(=O)Nc1c2c(nn1-c1ccccc1C)CSC2,-2.3
O=C(N1CCOCC1)N1CCC(n2nnc3ccccc32)CC1,-35.6
O=C(COc1cccc(OC(F)F)c1)Nc1ccc(SC(F)F)cc1,-51.6
COC(=O)C(CC(C)C)Oc1ccc2c(C)cc(=O)oc2c1 (stereo not given),-5.8
CCOC(=O)N1CCC(NC(=O)c2ccc3c(=O)n4c(nc3c2)CCCC4)CC1,-2.6
Cc1ccc(C(=O)C(C)OC(=O)C2=COCCO2)cc1C (stereo not given),-20.6
O=C(CCCSc1nc2ccccc2s1)NCc1ccco1,-24.1
Cn1nc(C(=O)NC2CCCCC2)c2ccccc2c1=O,-3.1
O=C(Nc1ccc2[nH]c3c(c2c1)CCCC3)c1ccco1,0.3
COc1ccc(C(C(=O)NC(C)(C)C)N(Cc2ccco2)C(=O)CCC(=O)Nc2cc(C)on2)cc1 (stereo not given),-9.3
CCOc1ccccc1-n1c(SCC(=O)N(CC)CC)nnc1-c1ccccn1,-0.1
CCOc1ccc(N2C(=O)CC(/C=C3/N(C)c4ccccc4C3(C)C)C2=O)cc1 (stereo not given),-6.5
Cc1ccc(SCc2cc(=O)[nH]c(N3CCN(Cc4ccccc4)CC3)n2)cc1,12.9
CCc1cc(=O)oc2cc(C)cc(OCc3nn[nH]n3)c12,5.8
Cc1cc(=O)n2nc(N3CCCC(C(=O)NCCCN4CCc5ccccc5C4)C3)sc2n1 (stereo not given),6.5
COC(=O)c1cc(OC)c(OC)cc1NC(=O)CSc1nnnn1Cc1ccccc1,-39.7
O=C(Nc1ccc(Oc2ncccn2)cc1)c1ccco1,-1.4
CCCCOC(=O)c1ccc(NC(=O)c2ccoc2C)cc1,1.4
O=C(c1ccc(CNS(=O)(=O)c2ccccc2)cc1)N1CCN(c2ccccn2)CC1,6.6
O=C(Nc1ccc2nc(-c3ccccc3)oc2c1)c1ccco1,2.4

# The list is partial, so the mix of outcomes need not match the whole.
